High-throughput results (PubChem)
CAL PDZ FP-1: human CAL PDZ-peptide interaction inhibition; purified CAL PDZ, TMR-peptide fluorescence polarization, 1 h; inhibition, % at 20 µM; 0.02% of 330,000 active; AID 504414;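 active = highest replicate inhibition of at least 40%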;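 also: plate controls were DMSO neutral control wells for no effect and unlabeled competitor peptide control wells for full effect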
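Assay system – tagged CAL PDZ protein CerCALP, purified · Timing – 1 h at RT · Compound – single point, 20 µM · Measured by – fluorescence polarization from S- and P-plane intensities, G-factor corrected · Evaluation – inhibition from polarization loss · Probe or stimulus – TMR reporter peptide T*-PRC34 · Buffer or medium – pH 7.4 phosphate-saline buffer, reducing agent, detergent, IgG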
Cardiac RTF inh: cardiac RTF calcium desensitization. IANBD-labeled cardiac RTF, Ca2+ fluorescence. inhibition, % at 7.15 µM. 0.12% of 340,000 active. AID 493244;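 active = inhibition above the mean inhibition of all tested compounds plus 3 SD, cut at about 17% in these data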;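 also: assay run at fixed EC70 calcium of 1.6 mM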
V-ATPase pH: yeast V-ATPase proton transport regulation by pHLuorin. S. cerevisiae, pHLuorin cytosolic pH fluorescence. response, % at 10 µM. 0.37% of 350,000 active; in the data active = response mostly above about 7.3%, no sharp cut-off; inactive = mostly below about 5.4%; also: actives read high; inactives centre near 0; some compounds called inactive have numbers as strong as hits; reference of the scale not given here
DAGLB inh: diacylglycerol lipase beta (human) inhibition. Q8NCG7. HEK293T DAGLB membrane lysate, EnzChek fluorogenic substrate. inhibition, % at 5.17 µM. 0.059% of 340,000 active. AID 504411; in the data active = inhibition above about 34%;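 also: 0% = enzyme with vehicle and 100% = wells lacking enzyme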
Arr AP2 block: blocks beta-arrestin peptide binding to AP2 adaptin. FITC-arrestin peptide / GST-AP2 beads, flow cytometry; AP2 beta2 appendage carries R879A mutation. inhibition, % at 10 µM. 0.31% of 340,000 active;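 active = inhibition above a set limit, near 3 SD of compounds lacking own fluorescence, cut at about 54% in these data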;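 also: plate controls were DMSO wells for no effect and 5 µM unlabelled arrestin peptide for full effect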
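System: GST-AP2 R879A glutathione beads. Medium: PBS with 0.05% Tween 20 and 0.1% BSA. Also added: FITC-arrestin peptide, 50 nM. Incubation: 12 min plus 1 h, RT. Measured by: high-throughput flow cytometry of beads, ex 488, em 535 nm. Evaluation: percent drop in bead-associated FITC signal.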
DSG3 Ab inh: inhibitors of pemphigus antibody binding to human desmoglein-3 | DSG3-coupled beads, scFv-anti-DSG3-GFP binding, flow cytometry; active compounds read low | binding (percent of control), % at 10 µM | 0.48% of 310,000 active;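 active = binding more than 3 SD below its plate's average and above zero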;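 also: hits lower antibody fragment binding to DSG3; some compounds called inactive have numbers as strong as hits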
CAL PDZ FP-2: blocks peptide binding to the human CAL PDZ domain; purified CAL PDZ, TMR-peptide fluorescence polarization, 1 h; inhibition, % at 24.9 µM; 0.92% of 300,000 active; AID 602252;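 active = mean inhibition of at least 30% with at least half of replicates also reaching 30%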;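 also: 0% = DMSO neutral control and 100% = excess unlabeled competitor peptide PRC23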
NSD2 inh: NSD2 (human) methyltransferase inhibition | inhibition, % at 12.5 µM | NSD2 peptide methylation, AlphaScreen, 120 min | 0.54% of 310,000 active; in the data active = inhibition above about 50%
Target sequence (O96028 whole entry, looked up): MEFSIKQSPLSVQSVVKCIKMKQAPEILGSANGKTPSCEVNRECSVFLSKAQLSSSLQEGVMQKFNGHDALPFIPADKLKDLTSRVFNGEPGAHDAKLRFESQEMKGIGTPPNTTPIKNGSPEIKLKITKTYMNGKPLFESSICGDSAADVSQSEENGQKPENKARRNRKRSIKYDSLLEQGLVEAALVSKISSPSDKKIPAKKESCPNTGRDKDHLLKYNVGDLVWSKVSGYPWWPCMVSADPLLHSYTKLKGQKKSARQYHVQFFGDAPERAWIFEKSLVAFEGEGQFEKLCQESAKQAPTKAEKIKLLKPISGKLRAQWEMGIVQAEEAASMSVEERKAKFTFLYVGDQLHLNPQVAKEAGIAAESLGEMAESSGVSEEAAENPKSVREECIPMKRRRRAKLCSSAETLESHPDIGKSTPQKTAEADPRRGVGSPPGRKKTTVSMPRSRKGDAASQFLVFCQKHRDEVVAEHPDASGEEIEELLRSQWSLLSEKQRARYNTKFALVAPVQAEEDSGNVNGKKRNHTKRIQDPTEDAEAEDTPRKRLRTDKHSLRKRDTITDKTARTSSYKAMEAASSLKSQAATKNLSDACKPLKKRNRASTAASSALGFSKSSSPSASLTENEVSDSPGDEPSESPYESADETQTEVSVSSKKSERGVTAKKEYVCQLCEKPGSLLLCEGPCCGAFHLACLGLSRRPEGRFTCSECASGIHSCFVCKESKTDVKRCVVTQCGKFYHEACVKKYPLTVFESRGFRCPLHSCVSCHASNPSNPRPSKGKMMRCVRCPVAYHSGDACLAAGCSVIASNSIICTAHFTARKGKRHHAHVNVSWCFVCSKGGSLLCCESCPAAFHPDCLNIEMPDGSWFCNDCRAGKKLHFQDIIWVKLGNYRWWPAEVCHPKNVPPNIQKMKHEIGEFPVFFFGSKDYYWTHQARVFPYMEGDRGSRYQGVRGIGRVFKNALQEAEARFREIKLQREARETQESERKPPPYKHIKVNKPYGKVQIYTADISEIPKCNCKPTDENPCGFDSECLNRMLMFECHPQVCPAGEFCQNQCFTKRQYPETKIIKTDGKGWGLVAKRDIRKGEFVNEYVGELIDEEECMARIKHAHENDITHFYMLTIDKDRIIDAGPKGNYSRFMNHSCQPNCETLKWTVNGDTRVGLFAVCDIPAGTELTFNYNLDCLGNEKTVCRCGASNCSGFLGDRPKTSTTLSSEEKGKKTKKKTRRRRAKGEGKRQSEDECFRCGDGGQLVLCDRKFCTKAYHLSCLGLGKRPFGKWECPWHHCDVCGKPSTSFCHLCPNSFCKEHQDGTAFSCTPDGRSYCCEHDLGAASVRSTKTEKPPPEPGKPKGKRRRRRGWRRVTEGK
Keap1 Nrf2 FP: inhibitors of human Keap1-Nrf2 protein-protein interaction; Q14145; Keap1 Kelch-Nrf2 peptide fluorescence polarization, 1536-well; inhibition, % at 9.4 µM; 0.15% of 340,000 active; in the data active = inhibition above about 12%;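 also: human Keap1 Kelch domain with fluorescein labeled Nrf2 9mer peptide probe; 0% = neutral control wells and 100% = peptide positive control; higher means more block of Keap1 binding to Nrf2 peptide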
C-LANA FP: blocks KSHV LANA C-terminal domain binding to DNA. MBP-C-LANA/FAM-LBS DNA binding, fluorescence polarization. inhibition, % at 9 µM. 0.078% of 340,000 active;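 active = highest replicate inhibition at or above 60% at 9 µM, even if other replicates fall short; inactive = all replicates below 60% inhibition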;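 also: 0% = neutral control wells and 100% = 4 µM acridine orange control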
* marks the source's active call; other numbers are inactive results; x = not tested or not shown. These rows are one share of the data; count on the stated rates, not on these rows.

Each structure is followed by: Cardiac RTF inh | DSG3 Ab inh | V-ATPase pH | CAL PDZ FP-1 | DAGLB inh | NSD2 inh | Arr AP2 block | Keap1 Nrf2 FP | C-LANA FP | CAL PDZ FP-2
1) NC(=O)c1c(NC(=O)C(=O)NCCCN2CCOCC2)sc2c1CCCC2
    7 | 96 | 1 | -1.2 | -2 | -1 | -11 | 0 | -0.8 | -4
2) O=C(O)C1C2C=CC(C2)C1C(=O)N1CCN(C/C=C/c2ccccc2)CC1 (stereo not given)
    -9 | x | -2 | -0.6 | -2 | 0 | 6 | 1 | 2.4 | -4
3) CC(C)(C)NC(=O)NC(=O)CN1C(=O)NC(C)(c2ccccc2)C1=O (stereo not given)
    -17 | 109 | -4 | -0.3 | -1 | -2 | -8 | -4 | -0.1 | 3
4) COc1ccccc1C(=O)NC(=S)Nc1cc(C(=O)O)ccc1C
    -21 | 105 | -3 | -2.6 | 3 | 3 | 16 | -3 | -0.1 | -1
5) COC(=O)c1ccc2c(c1)S(=O)(=O)NC(=NCCCN1CCOCC1)S2
    0 | 97 | 8 | -3.2 | 0 | -1 | -9 | -2 | 1.1 | -3
6) COc1cc2c(cc1NC(=O)/C=C/c1ccc([N+](=O)[O-])cc1)oc1ccccc12
    -1 | 83 | 0 | -3.0 | 1 | -2 | 2 | -4 | -0.6 | 7
7) CS(=O)(=O)c1ccc2nc(NC(=O)c3cccc(Cl)c3)sc2c1
    -6 | 111 | 3 | x | 0 | -2 | -1 | 4 | -0.8 | -3
8) COc1ccc(C(=O)Cn2c(Br)nc3c2c(=O)n(C)c(=O)n3C)cc1
    -5 | 100 | 10 | x | 1 | 1 | 10 | -4 | 3.5 | 1
9) CCN1CCN(C(=S)c2ccc(-c3ccccc3)cc2)CC1
    -14 | 99 | 10 | -3.8 | -2 | 1 | -5 | 0 | 0.2 | -4
10) CCC(CC)COC(=O)C1=C(C)NC(=O)NC1c1ccc(OC)cc1 (stereo not given)
    -12 | 102 | 1 | -0.4 | -1 | -1 | -12 | 0 | 0.7 | -5
11) Cc1cc(NC(=O)CSc2nc3ccccc3n2CC(=O)N2CCC(C)CC2)no1
    -5 | 106 | -2 | -0.3 | 2 | -1 | -1 | 0 | -0.1 | x
12) CCCCn1c(N)c(N(CC(C)C)C(=O)c2cc(-c3ccco3)nc3ccccc23)c(=O)[nH]c1=O
    -3 | 88 | -3 | -1.9 | 11 | 4 | 11 | -10 | 0.3 | 22
13) Fc1ccccc1COc1cccc2cccnc12
    2 | 112 | 3 | -2.0 | -3 | -2 | 6 | -4 | -2.6 | -2
14) COc1ccc(N2CCN(C(=O)c3cc4c(s3)-c3ccccc3OC4)CC2)cc1
    -8 | 88 | -2 | -1.0 | 0 | x | -4 | -1 | -0.7 | -3
15) Cn1c(SCc2ccc(C(=O)Nc3nccs3)cc2)nnc1-c1ccccc1
    -9 | 105 | 5 | -1.9 | 1 | -3 | 12 | 0 | -0.6 | -3
16) CCc1ccc(Nc2n[n+](-c3ccccc3)c(-c3c(Cl)cccc3Cl)s2)cc1
    2 | 101 | -1 | 0.0 | 20 | x | 29 | -2 | -1.8 | -2
17) Cc1ccc(S(=O)(=O)CC(N)=O)cc1
    4 | 93 | 2 | -0.2 | -1 | -1 | 28 | -2 | 0.1 | 2
18) CCCCN(Cc1ccco1)S(=O)(=O)c1c[nH]c(C(=O)OC)c1
    -5 | 105 | 4 | -1.1 | -1 | 0 | 13 | -1 | -1.1 | x
19) COCCNC(=O)CN1CCC(n2c(C)nc3cc(C(F)(F)F)ccc32)CC1
    -21 | 105 | 3 | -1.6 | -2 | 4 | -6 | -5 | 0.8 | -1
20) OCCC1CN(Cc2cccc(-c3ccco3)c2)CCN1Cc1ccsc1 (stereo not given)
    11 | 115 | -2 | -2.6 | -1 | 3 | 10 | -3 | -0.3 | -2
21) COc1ccc2nc(SCC(=O)c3c(N)n(C4CC4)c(=O)[nH]c3=O)[nH]c2c1
    0 | x | -2 | -1.7 | 1 | 1 | 0 | -1 | 0.0 | -5
22) Cc1ccc(C(CCNC(C)c2cccs2)c2ccco2)cc1 (stereo not given)
    2 | x | -3 | -0.8 | -4 | -1 | -6 | -4 | -3.0 | -9
23) O=c1c2ccccc2nc(-c2ccco2)n1/N=C/c1ccccc1O
    -8 | x | -5 | -2.0 | 0 | -1 | 19 | 2 | 0.3 | -4
24) Cc1ccc(C(=O)N[C@@H](C)CN2C3=NC[C@H](C(C)C)N3C[C@H]2Cc2ccc(O)cc2)cc1Br
    -4 | 110 | 3 | -2.4 | 3 | x | -16 | 0 | 2.0 | -3
25) CCn1c(C(C)NC(C)=O)nc2ccccc21 (stereo not given)
    -7 | 68 | 1 | -0.2 | -2 | x | -1 | 0 | 0.4 | x
26) CCc1nnc(NC(=O)CN2CCN(c3ccccc3F)CC2)s1
    7 | 98 | 0 | 0.1 | -2 | -1 | 2 | -3 | -1.1 | 41*
27) O=[N+]([O-])c1ccc(-c2nc(-c3ccncc3)no2)cc1
    -8 | 112 | 4 | -2.7 | 1 | 2 | 25 | 2 | 9.3 | x
28) OCC1(Cc2ccc(Cl)cc2)CCN(CCCc2ccccc2)CC1
    x | 100 | -3 | -2.2 | x | -1 | -4 | -2 | 0.0 | 5
29) COc1ccccc1NC(=O)C1=C(C)Nc2nc(-c3ccc(N(C)C)cc3)nn2C1c1ccncc1 (stereo not given)
    -1 | 99 | -2 | 15 | 6 | 7 | 2 | 1 | 3.5 | -4
30) Cn1c(SCC(=O)N2CCCc3ccccc32)nnc1-c1c[nH]c2ccccc12
    -2 | 101 | 8 | 0.4 | 0 | 1 | 16 | 2 | 2.0 | 13
31) COCCn1c(C)cc(C(=O)COC(=O)c2ccc([N+](=O)[O-])o2)c1C
    -11 | x | -1 | 0.7 | 0 | 15 | 10 | -4 | -1.0 | x
32) O=C(CSc1nnc(CN2CCOCC2)n1-c1ccc(Cl)cc1)N1CCc2ccccc21
    -8 | 104 | 0 | x | -1 | 0 | 39 | 0 | -0.7 | -6
33) COc1ccc(N(CC(=O)Nc2cccc(C)c2)S(=O)(=O)c2c(C)noc2C)cc1
    -4 | 106 | 1 | -0.2 | -3 | 0 | -9 | -4 | -1.1 | -10
34) CC1CCCC(NC(=O)Nc2cccs2)C1C (stereo not given)
    -12 | 108 | 4 | -1.9 | 0 | 1 | 3 | -6 | 2.5 | -1
35) CC(NC(=O)C1CCN(c2nnc(-n3cccc3)s2)CC1)C12CC3CC(CC(C3)C1)C2 (stereo not given)
    -6 | 101 | 1 | -4.1 | -1 | x | 7 | -2 | -3.3 | 0
36) COc1ccc(NC(=O)C2CCN(Cc3cnn(-c4ccccc4)c3-n3cccc3)CC2)cc1OC
    4 | 102 | -62 | -0.7 | 0 | 6 | -12 | -2 | 0.1 | -1
37) Cc1nn(-c2ccc(F)cc2)c(Cl)c1/C=C1\C(=O)Nc2ccccc21
    -14 | 90 | -1 | -2.4 | 1 | 0 | 1 | -4 | 0.1 | -4
38) c1ccc(N2CCN(c3nc4cc5c(cc4s3)OCCO5)CC2)cc1
    1 | 109 | x | x | 2 | -1 | -1 | -3 | -0.1 | -9
39) Cc1ccc(N(C(=O)c2ccc(S(=O)(=O)N(C)C)cc2)C2C=CS(=O)(=O)C2)cc1 (stereo not given)
    9 | 96 | -2 | -3.0 | -1 | -1 | 1 | -4 | 0.3 | 0
40) Cc1ccc(S(=O)(=O)Nc2nc3cc(C)c(C)cc3[nH]2)cc1
    x | 102 | -1 | -0.6 | x | -2 | 23 | -4 | -1.5 | 5
41) O=c1nc(-c2ccccc2Cl)c2cc(F)ccc2[nH]1
    -3 | 94 | 0 | x | -2 | 2 | 19 | 2 | -2.3 | -6
42) COCC(=O)Nc1c(C(=O)Nc2ccc3c(c2)OCCO3)oc2ccccc12
    0 | 117 | -2 | -4.9 | -3 | x | 46 | 1 | -0.4 | -2
43) CC(C)NS(=O)(=O)c1ccc(OCC(=O)Nc2ccc3c(c2)OCO3)c(Cl)c1
    -3 | 111 | -1 | -1.0 | 1 | 0 | -7 | -2 | -1.1 | x
44) COc1ccc(N(CC(=O)NC(C)c2ccccc2)S(=O)(=O)c2ccc(C)cc2)cc1 (stereo not given)
    -17 | 103 | 1 | -2.4 | -4 | -1 | -3 | -5 | -3.3 | -3
45) CCOc1ccc(OCCCN(C)C)cc1
    -4 | 99 | -2 | -1.2 | 2 | -2 | 22 | 3 | 0.3 | 1
46) CC1=NOC(=O)/C1=C\c1ccc2c(c1)OCO2
    -2 | 100 | -2 | -0.4 | 0 | 18 | 3 | 2 | 0.0 | x
47) CC(C)Sc1nnc([C@H](C)NC(=O)OC(C)(C)C)o1
    0 | 95 | -5 | -1.5 | 0 | -1 | 30 | 3 | -0.3 | -2
48) O=C(NN1C(=O)c2ccccc2NC1c1ccoc1)c1ccccc1 (stereo not given)
    1 | 99 | -1 | -0.9 | -4 | 0 | 0 | -5 | 0.9 | x
49) Cc1c(Nc2nc(-c3cccc([N+](=O)[O-])c3)cs2)c(=O)n(-c2ccccc2)n1C
    -4 | x | 4 | -0.6 | 1 | 11 | 36 | 2 | -1.4 | x
50) COc1cc(OC)c2c(=O)cc(-c3cccnc3)oc2c1
    -3 | 94 | 3 | 0.7 | -3 | -2 | 27 | 3 | -0.5 | -1
51) COc1ccc(C(=O)NCc2nc3ccccc3[nH]2)cc1OC
    -5 | 103 | 3 | -0.3 | 1 | x | 14 | 3 | 0.8 | x
52) COc1cccc2cc(C(=O)OCC(=O)NCc3ccc4c(c3)OCO4)c(=O)oc12
    -6 | 101 | 2 | -2.6 | -2 | 0 | 9 | -1 | -0.2 | -5
53) O=C(COC(=O)c1ccc(Cl)nc1)Nc1nnc(-c2ccccc2)o1
    -6 | 110 | 5 | -0.4 | 0 | -1 | 6 | -3 | -0.4 | -4
54) CC(C)(C)C(=O)Nc1nc(-c2ccccc2)ns1
    -4 | 104 | -1 | -2.2 | -3 | -4 | 2 | -2 | 0.7 | -3
55) COc1ccc2nc(N(CCN(C)C)C(=O)/C=C/c3cccs3)sc2c1
    -7 | 106 | -1 | -4.6 | -3 | 0 | -6 | -3 | 1.4 | -5

Reprinted at random: 3 entries already listed.
Each structure is followed by: Cardiac RTF inh | DSG3 Ab inh | V-ATPase pH | CAL PDZ FP-1 | DAGLB inh | NSD2 inh | Arr AP2 block | Keap1 Nrf2 FP | C-LANA FP | CAL PDZ FP-2
55) COc1ccc2nc(N(CCN(C)C)C(=O)/C=C/c3cccs3)sc2c1
    -7 | 106 | -1 | -4.6 | -3 | 0 | -6 | -3 | 1.4 | -5
34) CC1CCCC(NC(=O)Nc2cccs2)C1C (stereo not given)
    -12 | 108 | 4 | -1.9 | 0 | 1 | 3 | -6 | 2.5 | -1
44) COc1ccc(N(CC(=O)NC(C)c2ccccc2)S(=O)(=O)c2ccc(C)cc2)cc1 (stereo not given)
    -17 | 103 | 1 | -2.4 | -4 | -1 | -3 | -5 | -3.3 | -3
